# p53null 32C tox: qHTS Screen for Compounds that Selectively Target Cancer Cells with p53 Mutations: Cytotoxicity of p53 Null Cells at the Permissive Temperature; H1299-neo p53 null cells, ATP luminescence, 24 h, 32C; AID 903, 2007; hit rate 0.62% among 55,000; Potency, µM (highest dose often 46.1 µM), without a hit: at the top dose activity change, negative = cytotoxicity, usual class: cytotoxic;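 also: potency is read from the fitted curve at half-maximal effect; 0% = DMSO only and -100% = full killing by 100 µM tamoxifen; nearly all actives have a fitted effect of over 55% in size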
#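 Cells lacking p53 (H1299-neo) are plated at 600 per well and allowed to settle overnight at 37C. Test compounds (up to 46 uM) are added and held 24 hours at 32C, then ATP is quantified by luminescence.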
# GALK inhibitor: qHTS Assay for Inhibitors of Human Galactokinase (GALK): NCGC Sytravon Library Screen; P51570; recombinant GALK, Kinase-Glo ATP luminescence, 1 h; Potency, µM (series often up to 57.5 µM), inactives show top-dose activity, negative = inhibition, hits mostly inhibitors; 44,000 tested, under 10 active; AID 1347072, 2019;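 also: plate controls were full GALK reaction for no effect and reaction lacking GALK for full effect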
# Target sequence (P51570 whole entry, looked up): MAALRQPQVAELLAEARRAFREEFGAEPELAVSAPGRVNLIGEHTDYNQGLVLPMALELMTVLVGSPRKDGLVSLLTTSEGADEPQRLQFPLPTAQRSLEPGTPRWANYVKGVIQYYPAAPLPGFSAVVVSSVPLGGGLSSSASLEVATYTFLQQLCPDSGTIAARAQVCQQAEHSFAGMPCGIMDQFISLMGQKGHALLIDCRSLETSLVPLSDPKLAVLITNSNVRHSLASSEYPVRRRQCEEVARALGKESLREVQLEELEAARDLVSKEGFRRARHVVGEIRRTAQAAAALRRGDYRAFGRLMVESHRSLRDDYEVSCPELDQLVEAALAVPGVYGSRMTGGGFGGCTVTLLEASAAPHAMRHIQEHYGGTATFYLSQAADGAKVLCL
#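 Reactions with and without enzyme served as controls. GALK at 5 nM phosphorylates 100 uM galactose using 35 uM ATP (HEPES pH 8.0, Mg2+) for 1 h at RT, with luminescence read 10 min after adding Kinase-Glo Plus.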
# TSG101-PTAP inh: qHTS Validation Assay for Inhibitors of HIV-1 Budding by Blocking the Interaction of PTAP/TSG101: Sytravon Library Screen; Potency, µM (highest dose often 115 µM), inactives show at the highest dose activity change, negative = inhibition, most hits filed as inhibitors; AID 1347069, 2019; Fluorescence polarization, FITC-PTAP peptide/Tsg101, 20 min; 44,000 tested, under 10 active; also: potency is read from the fitted curve at half-maximal effect; 0% is about no effect
#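 Compounds pinned into 10 uM Tsg101 binding domain, then 50 nM FITC-PTAP peptide added in pH 7.5 HEPES buffer; FP read after 20 min, room temperature. Total S+P intensity flags fluorescent compounds; active cut-off <25 µM, efficacy <60%.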
# NTMT1 inh: Primary qHTS for Inhibitors of N-terminal methyltransferase 1 (NTMT1): MTaseGlo Assay; Potency, µM (top dose mostly 114 µM), for the others: at the highest dose activity change, negative = inhibition, most hits filed as inhibitors; NTMT1 MTase-Glo SAH luminescence, purified enzyme; N-terminal Xaa-Pro-Lys N-methyltransferase 1 (Homo sapiens), Q9BV86; hit rate 2.5% among 59,000;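 also: potency is read from the fitted curve at half-maximal effect; plate controls were DMSO vehicle for no effect and no enzyme for full effect; nearly all actives have a fitted effect of over 65% in size; many of its hits are not listed in these tables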
# Target sequence (Q9BV86 whole entry, looked up): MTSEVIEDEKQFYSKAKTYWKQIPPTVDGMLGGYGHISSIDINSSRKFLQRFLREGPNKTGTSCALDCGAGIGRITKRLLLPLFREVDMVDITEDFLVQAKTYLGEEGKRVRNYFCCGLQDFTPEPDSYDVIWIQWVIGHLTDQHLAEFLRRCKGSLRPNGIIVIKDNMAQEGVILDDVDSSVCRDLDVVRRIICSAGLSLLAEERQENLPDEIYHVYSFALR
# B2AR arrestin ag: qHTS assay of beta-arrestin-biased ligands of beta2-adrenergic receptor: NCGC Sytravon Library Screen. HTLA Tango cells, beta-arrestin recruitment, luciferase luminescence, 18 h. 44,000 tested, under 10 active. AID 1347077, 2019. Potency, µM (doses to about 46.1 µM), inactives show top-dose activation, most hits filed as activators. Beta-2 adrenergic receptor (Homo sapiens), P07550;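 also: potency is read from the fitted curve at half-maximal effect; 0% = DMSO and full agonism = EC100 isoproterenol or metaproterenol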
# Target sequence (P07550 whole entry, looked up): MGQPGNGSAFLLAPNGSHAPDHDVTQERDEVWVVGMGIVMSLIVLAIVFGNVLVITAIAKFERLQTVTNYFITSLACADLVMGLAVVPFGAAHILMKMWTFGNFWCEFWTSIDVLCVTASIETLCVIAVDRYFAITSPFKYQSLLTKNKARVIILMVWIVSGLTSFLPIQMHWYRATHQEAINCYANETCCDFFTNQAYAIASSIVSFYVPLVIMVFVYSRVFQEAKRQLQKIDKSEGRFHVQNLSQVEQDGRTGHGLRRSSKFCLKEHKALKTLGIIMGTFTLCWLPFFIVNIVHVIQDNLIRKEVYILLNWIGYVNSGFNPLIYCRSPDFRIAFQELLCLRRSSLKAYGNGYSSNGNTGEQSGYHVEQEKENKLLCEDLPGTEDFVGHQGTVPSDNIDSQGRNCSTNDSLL
#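 Tango cells (recombinant beta2-AR, beta-arrestin, tTA-driven luciferase), 1500/well in DMEM 1% FBS, treated 18 h at 37 °C with compounds up to 46 µM; luciferin mix added, luminescence read after 15 min; %activity curves fitted and curve-classed.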
# FH mod: Identification of activators of human fumarate hydratase by quantitative high-throughput screening; Fumarate hydratase, mitochondrial (Homo sapiens), P07954; FH coupled MDH/diaphorase resazurin fluorescence, 15 min; Potency, µM (doses to about 79.9 µM), for inactives: top-dose activity change, negative = inhibition, most hits filed as inhibitors; hit rate 0.22% among 54,000; AID 1347055, 2019; also: potency is read from the fitted curve at half-maximal effect; % is scaled to controls: 0 for no effect and ±100 for the full control effect; the screen sought activators but most active calls are inhibition curves; nearly all actives have a fitted effect of over 45% in size
# p53null 39C kill: qHTS Screen for Compounds that Selectively Target Cancer Cells with p53 Mutations: Cytotoxicity of p53 Null Cells at the Nonpermissive Temperature; H1299 p53-null (neo) cells, 39C, ATPlite viability, 24 h; Potency, µM (series often up to 46.1 µM), inactives show at the top dose activity, negative = cell killing, usual class: cytotoxic; hit rate 0.97% among 55,000; AID 904, 2007;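 also: potency is read from the fitted curve at half-maximal effect; 0% = DMSO only and -100% = full killing by 100 µM tamoxifen; nearly all actives have a fitted effect of over 50% in size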
#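 Following overnight plating at 37C (600 cells/well), H1299-neo or H1299-p53A138V cells are dosed up to 46 uM. Incubation lasts 24 hr at 39C before ATP detection.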
# * marks the source's active call; other numbers are inactive results; ? = inconclusive; / = not tested or not shown; [ ] = another dose, or the depositor's remark. Calls follow the shape of the dose curve; as a rule, active = well fitted curve in the direction sought with a large enough effect; inconclusive = small, poorly fitted or top-dose-only effect, or another doubt; inactive = no such curve, though single readings can be large; an effect the other way counts as inactive or inconclusive.
# The line under a structure holds: p53null 32C tox	GALK inhibitor	TSG101-PTAP inh	NTMT1 inh	B2AR arrestin ag	FH mod	p53null 39C kill
1: COC(=O)c1ccc([C@H]2Nc3ccc(S(=O)(=O)Nc4ccc(C)cc4)cc3[C@H]3C=CC[C@H]32)cc1
  1.6%	-0.1%	-3.4%	-20.0%	0.4%	-20.8%	-2.2%
2: CCOCCc1nn2c(=O)cc(COC(=O)C3CCCCC3)nc2s1
  0.2%	1.6%	4.0%	-9.4%	1.6%	7.4%	-9.7%
3: Cc1ccc(Nc2c3c(nc4nncn24)CCC3)cc1
  4.9%	-7.2%	-7.9%	3.6%	-2.1%	-8.4%	-5.1%
4: Cc1ccc(C2=Nc3ccccc3N(CC(=O)NCc3ccc(F)cc3)C(=O)C2)cc1C
  4.7%	3.1%	0.9%	4.2%	-0.3%	-12.8%	?
5: CCC1Oc2ccc(C)cc2N(CC(=O)NCc2ccc(OC)cc2)C1=O (stereo unspecified)
  -0.5%	-1.1%	-0.4%	12.9%	5.1%	2.1%	-13.5%
6: CCOC(=O)c1ccc2c(c1)N(CC(=O)N(C)c1ccccc1)C(=O)c1ccccc1S2
  34.7%[activator]	-0.3%	-2.9%	-2.8%	0.6%	-21.5%	92.4%[activator]
7: CCCC(=O)Nc1ccccc1C(=O)OCc1cc(=O)n2nc(C(C)C)sc2n1
  ?	0.5%	-1.4%	-0.9%	1.5%	-3.9%	-1.7%
8: COc1ccc(NC(=O)C2CCN(c3cc(C)nc4c(-c5ccc(Cl)cc5)c(C)nn34)CC2)cc1
  1.4%	-1.8%	2.4%	8.4%	1.1%	0.9%	-5.9%
9: COc1ccccc1NC(=O)c1c(NCc2ccc(OC)c(OC)c2OC)sc2c1CCC2
  -1.6%	1.5%	3.7%	?	6.8%	-2.3%	12.6%
10: CN(C)S(=O)(=O)c1ccc2c(c1)nnn2CCNC(=O)Nc1ccc(Br)cc1
  -10.8%	-4.0%	-2.2%	5.1%	-0.5%	7.9%	2.9%
11: Cc1ccc(NCc2ccccc2-c2nnc(-c3ccccc3Cl)o2)c(C)c1
  -15.7%	-1.1%	3.0%	-1.3%	0.4%	-16.8%	-26.5%
12: O=C(Cn1cc(SCc2ccccc2F)c2ccccc21)N1CCCCCC1
  16.0%	-7.6%	-5.3%	11.1%	-0.6%	-22.7%	-5.6%
13: CCOC(=O)Cn1c(CN2CCN(c3ccc(OC)cc3)CC2)nc2c1c(=O)[nH]c(=O)n2C
  -10.2%	0.0%	0.3%	?	-1.1%	17.3%	11.6%
14: CCc1ccccc1NC(=O)Cn1cc2c(n1)CCC(C)C2 (stereo unspecified)
  -9.8%	-9.2%	0.7%	11.4%	-3.2%	4.9%	-13.2%
15: COc1ccc(-n2c(=O)c3sc4ccccc4c3n(CC(=O)N3CCCC3)c2=O)cc1
  -1.2%	-0.1%	-0.8%	25.9%	0.9%	-6.7%	-4.5%
16: Cc1ccccc1-n1c(SCc2ccc(Cl)cc2)nc2[nH]ncc2c1=O
  51.4%[activator]	-6.3%	0.8%	-14.4%	?	?	9.1%
17: Cc1csc2nc(COc3ccccc3NC(=O)c3ccco3)cc(=O)n12
  -3.9%	6.6%	0.8%	7.0%	-0.1%	-28.9%	13.0%
18: CCOC(=O)N1CCC(NC(=O)c2cnn(-c3ccc(C)cc3)c2C2CCN(C(=O)OC(C)(C)C)CC2)CC1
  7.5%	0.7%	-2.7%	20.3%	0.0%	-3.0%	-5.6%
19: Cc1nc2ccccn2c(=O)c1NC(=O)c1c(F)cccc1F
  2.5%	-1.8%	-1.8%	-3.8%	-0.1%	-2.9%	6.2%
20: CC(C)CNC(=O)N1[C@H](c2cccs2)[C@@H](C)C(=O)[C@@H](C)[C@@H]1c1cccs1
  4.6%	3.4%	-2.5%	-4.0%	-2.3%	-11.0%	6.4%
21: Cc1cc2nc(-c3cc(NC(=O)c4cc5ccccc5o4)ccc3Cl)oc2cc1C
  -23.5%	1.8%	-0.4%	1.0%	0.3%	-8.0%	?
22: Cc1ccc(NC(=O)c2ccc(CN3C(=O)CCn4nc(C)cc43)cc2)c(Cl)c1
  -5.5%	0.0%	-7.8%	2.9%	-0.5%	-9.6%	0.1%
23: COc1ccc2c(c1)c1c(c(=O)n(-c3cccc(Cl)c3)c(=O)n1CC(=O)N1CCCC1)n2C
  6.2%	-1.2%	1.5%	-13.2%	0.2%	1.2%	25.4%
24: COc1ccc(N2CCN(c3cc(C)nc4nc(-c5ccc(C)cc5)nn34)CC2)cc1
  -4.2%	1.2%	-2.7%	10.5%	-1.5%	0.5%	-7.9%
25: COc1cc2ncc3c(-c4ccccc4)nn(CC(=O)NC4CCCCC4)c3c2cc1OC
  0.3%	-0.9%	-5.1%	?	4.7%	-2.5%	15.5%
26: COc1ccc(-c2cn3nc(N4CCCC(C(=O)Nc5ccccc5F)C4)sc3n2)cc1 (stereo unspecified)
  -8.8%	-3.1%	-5.6%	17.0%	-1.3%	-15.4%	-8.5%
27: CCOC(=O)C1CCN(c2nc3ccccc3nc2Cl)CC1
  9.3%	-2.2%	-0.3%	0.5%	1.1%	-13.0%	-10.7%
28: CCOC(=O)C1=C(CN2CCN(c3ccccc3F)CC2)NC(=O)NC1c1ccc(OC)cc1 (stereo unspecified)
  -4.8%	2.0%	0.9%	1.9%	-0.8%	-17.4%	1.4%
29: CCc1nn(CC(=O)NCCN(CC)CC)c(=O)c2cc3occc3n12
  -1.3%	-11.1%	-1.7%	-2.0%	-3.8%	-1.7%	-7.8%
30: COc1ccc(-c2csc3ncnc(Nc4ccc(OC)c(OC)c4)c23)cc1
  -10.4%	0.1%	-5.8%	?	-0.1%	?	?
31: Cc1cccc(NC(=O)Cn2c(=O)n(CCC(C)C)c(=O)c3cccnc32)c1
  6.5%	1.2%	3.7%	-6.7%	-0.1%	-6.2%	-2.1%
32: Cc1ccc(C)c(N2CCN(S(=O)(=O)c3ccc4c(c3)C(C(C)C)C(=O)N4)CC2)c1 (stereo unspecified)
  -8.0%	1.6%	-7.6%	3.7%	0.9%	?	45.7%[activator]
33: CC1CCCN(CCCNC(=O)c2cc(Sc3ccc(F)cc3)nc3ccccc23)C1 (stereo unspecified)
  6.0%	-2.3%	-3.1%	2.0%	-0.3%	-3.9%	9.9%
34: CCOC(=O)c1cc(C)n(CC2CCC(C(=O)Nc3cc(OC)cc(OC)c3)CC2)c1C (stereo unspecified)
  17.0%	0.3%	2.0%	/	1.7%	/	17.5%
35: CCOC(=O)c1cccc(NC(=O)c2oc3c(c2C)-c2[nH]ncc2CC3)c1
  -19.3%	-0.5%	-4.9%	?	-1.3%	?	-0.3%
36: COC(=O)c1ccc(Nc2nc(-c3ccccc3Cl)nc3ccccc23)cc1
  7.9%	0.0%	-0.1%	15.6%	0.2%	-8.9%	?
37: COc1ccccc1CNC(=O)c1ccc(N2Cc3cccc(OC)c3Oc3ncccc32)s1
  -2.6%	4.4%	-0.9%	-19.5%	6.0%	-7.5%	-7.7%
38: CCOc1ccc(CNC(=O)CCc2c(C)nn(-c3ccc(N4CCOCC4)nn3)c2C)cc1
  -2.9%	1.2%	-4.5%	8.0%	0.1%	7.9%	-18.8%
39: O=C(CSc1nncn2c1cc1sccc12)Nc1ccccc1C(F)(F)F
  -6.2%	1.0%	-6.4%	10.6%	0.4%	9.2%	-17.7%
40: COc1cccc(-c2cc(C(=O)N3CCN(c4ccccc4OC)CC3)no2)c1
  3.7%	2.4%	-1.7%	/	0.5%	/	-9.4%
41: CN1CCN(C(=O)c2ccc3c(c2)N(Cc2ccc(F)cc2)C(=O)c2ccccc2S3(=O)=O)CC1
  -1.5%	7.4%	-1.1%	17.0%	-1.8%	-3.0%	7.3%
42: CCOc1ccccc1NC(=O)c1c(NCc2ccc(OC)c(OC)c2OC)sc2c1CCC(C)C2 (stereo unspecified)
  10.2%	-0.6%	-1.9%	-2.3%	6.9%	?	4.0%
43: O=C(O)c1ccc(NC(=O)c2cn(-c3ccccc3)nc2-c2ccc(Br)cc2)cc1
  21.1%	0.0%	-0.7%	-23.4%	0.0%	?	-9.3%
44: Cc1ccccc1NCc1cccn1-c1nnc(N2CCC(C)CC2)s1
  1.0%	-3.6%	-1.1%	-11.0%	-0.1%	-9.8%	9.7%
45: O=C(CN1N=C(c2ccc(Cl)cc2)CCC1=O)NCCc1ccc(Cl)cc1
  18.5%	-1.3%	0.9%	-1.5%	-1.5%	-25.8%	16.6%
46: CCC(CC)C(=O)N1c2ccccc2C(C)(c2ccccc2)CC1(C)C (stereo unspecified)
  54.7%[activator]	0.7%	1.0%	5.5%	0.5%	-8.6%	-5.0%
47: Cc1nn(CCCC(=O)NCc2cccc(F)c2)c(=O)c2nn(-c3ccccc3)c(C)c12
  2.9%	2.9%	-3.5%	-0.3%	-0.7%	-15.4%	-4.0%
48: O=C(Nc1c(C(=O)N2CCN(c3ccccc3)CC2)oc2ccccc12)c1ccco1
  1.3%	0.2%	-1.1%	6.8%	-0.8%	-19.2%	-7.9%
49: Cc1cccc(-n2ncc3c(Nc4c(C)cc(C)cc4C)ncnc32)c1
  24.6%	0.6%	-3.2%	?	-2.8%	-26.8%	7.0%
50: CCN1CCSc2ccc(C(=O)NCc3ccccc3Br)cc21
  2.9%	3.6%	4.0%	11.6%	-2.0%	-10.9%	-3.5%
51: CCOC(=O)c1sc2ncn(CC(=O)Nc3ccc(C)cc3C)c(=O)c2c1C
  -4.9%	6.1%	-0.6%	1.5%	0.1%	-6.1%	-14.4%
52: Cc1cc(=O)n2c(C(=O)Nc3ccc(C)c(C)c3)c(C(=O)Nc3ccccc3)sc2n1
  0.9%	-10.8%	7.2%	/	0.6%	/	-12.2%

# Structural class, the entries above with an NH in an aromatic ring
# The line under a structure holds: p53null 32C tox	GALK inhibitor	TSG101-PTAP inh	NTMT1 inh	B2AR arrestin ag	FH mod	p53null 39C kill
13: CCOC(=O)Cn1c(CN2CCN(c3ccc(OC)cc3)CC2)nc2c1c(=O)[nH]c(=O)n2C
  -10.2%	0.0%	0.3%	?	-1.1%	17.3%	11.6%
16: Cc1ccccc1-n1c(SCc2ccc(Cl)cc2)nc2[nH]ncc2c1=O
  51.4%[activator]	-6.3%	0.8%	-14.4%	?	?	9.1%
35: CCOC(=O)c1cccc(NC(=O)c2oc3c(c2C)-c2[nH]ncc2CC3)c1
  -19.3%	-0.5%	-4.9%	?	-1.3%	?	-0.3%

# The list is partial; rates above refer to the full screens.
